Source: PubChem BioAssay
HTRA1 inh = HTRA1 (human) protease inhibition | Q92743 | recombinant HTRA1, FP-rhodamine activity-based probe, fluorescence polarization | inhibition, % at 5.96 µM | 0.5% of 340,000 active; in the data active = inhibition above about 36%;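 also: 0% = enzyme with DMSO and 100% = wells lacking enzyme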
Target sequence (Q92743 whole entry, looked up): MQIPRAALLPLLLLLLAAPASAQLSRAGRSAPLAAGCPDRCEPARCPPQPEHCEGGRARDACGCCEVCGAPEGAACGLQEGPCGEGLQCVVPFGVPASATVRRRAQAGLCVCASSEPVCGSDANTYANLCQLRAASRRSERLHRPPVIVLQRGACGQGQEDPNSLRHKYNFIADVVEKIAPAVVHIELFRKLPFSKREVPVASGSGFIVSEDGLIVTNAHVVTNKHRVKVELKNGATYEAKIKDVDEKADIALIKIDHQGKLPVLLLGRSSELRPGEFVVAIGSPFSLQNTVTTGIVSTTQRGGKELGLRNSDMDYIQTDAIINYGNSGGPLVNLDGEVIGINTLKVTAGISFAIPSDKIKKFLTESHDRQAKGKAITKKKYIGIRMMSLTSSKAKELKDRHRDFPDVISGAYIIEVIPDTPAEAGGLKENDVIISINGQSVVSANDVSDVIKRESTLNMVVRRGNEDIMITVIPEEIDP
mABHD4 FP = inhibitors of mouse ABHD4 | Q8VD66 | inhibition, % at 8.92 µM | 0.54% of 370,000 active | purified mABHD4, FP-Rh probe fluorescence polarization | AID 720543;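 active = inhibition exceeding the mean over every tested compound plus 3 SD, cut at about 30% in these data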;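 also: 0% = plate median of compound wells and 100% = S159A mutant with DMSO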
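Assay system: mABHD4 protein; medium: HEPES pH 7.0, NaCl, Pluronic buffer; dosing: 8.92 µM, single dose; schedule: 45 min + 60 min at 25 °C; signal: FP readout, ex 525 nm / em 598 nm; read-out: normalized percent inhibition of probe labeling; repeats: single replicate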
ASAP1 inh = inhibitors of human ASAP1 ArfGAP activity | 0.19% of 360,000 active | ASAP1-stimulated ARF1 GTP hydrolysis, GDP FP detection | inhibition, % at 16.5 µM; in the data active = inhibition above about 25%;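 also: 0% = vehicle with enzyme and substrate and 100% = no enzyme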
Target sequence (Q9ULH1 325-724 limits assumed): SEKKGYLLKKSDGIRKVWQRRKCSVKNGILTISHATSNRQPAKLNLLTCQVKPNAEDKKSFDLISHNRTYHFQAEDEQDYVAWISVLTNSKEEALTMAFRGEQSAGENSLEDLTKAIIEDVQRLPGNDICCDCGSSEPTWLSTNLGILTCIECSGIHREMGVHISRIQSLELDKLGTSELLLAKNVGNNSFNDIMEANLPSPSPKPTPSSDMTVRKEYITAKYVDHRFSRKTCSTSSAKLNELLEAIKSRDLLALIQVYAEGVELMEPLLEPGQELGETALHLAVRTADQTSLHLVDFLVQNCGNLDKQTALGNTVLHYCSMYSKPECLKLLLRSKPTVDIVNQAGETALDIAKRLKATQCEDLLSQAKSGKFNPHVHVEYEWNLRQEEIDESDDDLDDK
rCAG RNA binder = binds r(CAG) RNA repeats | r(CAG) RNA repeat, TO-PRO-1 dye displacement fluorescence | inhibition, % at 3 µM | 1.3% of 370,000 active | AID 651821;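 active = inhibition above the plate cutoff, the mean of all test compounds on that plate plus 3 SD, cut at about 35% in these data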;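 also: 0% = DMSO alone and 100% = 100 µM mitoxantrone as full dye displacement; higher means more dye released from RNA so lower well fluorescence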
PG9 binder = PG9 antibody binding by small molecule; 0.43% of 360,000 active; AID 624416; TR-FRET gp120-PG9 antibody binding; inhibition, % at 6.7 µM; in the data active = inhibition above about 8.5%
NPR1 activator = GC-A (human) enzyme activation; P16066; HEK293 GC-A cells, cGMP TR-FRET, EC30 ANP; 0% at EC30 ANP, 100% saturating ANP; activation, % at 10 µM; 0.14% of 370,000 active; AID 1671463; in the data active = activation above about 40%
Rev-erbA mod = modulators of human Rev-erb alpha DNA binding; P20393; Rev-erbα–FITC-DNA binding, fluorescence polarization, 90 min; activity, % at 10 µM; 0.79% of 370,000 active; AID 1259318;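 active = activity above about 14%, limit read from the data; passing the limit was not always enough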;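 also: 0% = DMSO wells with 35 nM protein and 100% = DMSO wells with 750 nM protein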
SMARCA2 act = increases SMARCA2 function in MMTV reporter cells; MG213 cells, MMTV-luciferase reporter, dexamethasone, overnight; activation, % at 9.1 µM; 1% of 370,000 active; in the data active = activation above about 7.8%;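 also: 0% = vehicle wells and 100% = reference activator wells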
ARFGAP1 inhibitor = inhibitors of rat ARFGAP1; Q62848; Arfgap1-stimulated ARF1 GTP hydrolysis, GDP FP detection; inhibition, % at 16.5 µM; 0.26% of 360,000 active; AID 651572;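 active = inhibition above a per-plate limit, mean inhibition of low control wells plus 3 SD, cut at about 25% in these data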;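 also: 0% = DMSO wells with enzyme and 100% = wells lacking Arfgap1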
Target sequence (Q62848 1-136 limits assumed): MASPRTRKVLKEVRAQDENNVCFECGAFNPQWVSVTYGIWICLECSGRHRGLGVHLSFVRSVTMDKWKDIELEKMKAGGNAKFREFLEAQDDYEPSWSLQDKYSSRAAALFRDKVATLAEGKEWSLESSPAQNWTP
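System: truncated rat Arfgap1 GAP domain / Medium: HEPES-based buffer, pH 7.5 / Also added: N-terminally truncated human ARF1-GTP substrate / Incubation: enzyme reaction 120 min at 25 °C after 20 min preincubation / Measured by: FP of antibody-bound GDP Alexa 633 tracer, ex 620/em 688 nm / Replicates: singlicate, each compound tested once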
NPR2 activator = GC-B (human) receptor activation; 0.11% of 370,000 active; HEK293-GC-B cells, CNP EC30, cGMP TR-FRET; 0% at EC30 CNP, 100% saturating CNP; P20594; AID 1920062; activation, % at 10 µM;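 active = activation at 10 µM reaching about 35% in either raw or pattern-adjusted values, limit read from the data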
Active calls of the source: *; . = no result given.

SMILES	HTRA1 inh	mABHD4 FP	ASAP1 inh	rCAG RNA binder	PG9 binder	NPR1 activator	Rev-erbA mod	SMARCA2 act	ARFGAP1 inhibitor	NPR2 activator
CCOc1ccc(N(CC(=O)NCC2CCCO2)C(=O)CCC(=O)Nc2nccs2)cc1 (stereo unspecified)	2	-2	-1	-8	-1.6	1	-3	1	0	1
Cc1noc(/C=C/N(C)C)c1S(=O)(=O)N(C)CC(=O)NC1CCCCC1	-13	-1	5	13	-1.6	-1	-2	0	-2	2
C(=N\c1nc2ccccc2n1CCN1CCCCC1)/c1cccs1	0	4	0	1	0.5	-2	2	0	7	3
CCOC(=O)Cn1cnc2c(nnn2-c2cccc(Cl)c2)c1=O	6	1	1	0	-0.4	-2	2	2	5	-4
Cc1cc(C)c2nc(N(CCCN(C)C)C(=O)c3ccc(S(=O)(=O)N4CC(C)OC(C)C4)cc3)sc2c1 (stereo unspecified)	-2	4	6	-6	0.6	-3	-6	1	7	0
O=C(CCn1c(=O)oc2ccccc21)N1CCOCC1	2	0	3	1	0.3	3	1	-1	6	1
CC1CCCCC1NC(=O)c1nn(C)c(=O)c2ccccc12 (stereo unspecified)	9	-3	-6	5	-0.9	2	-5	-1	6	-7
CCOC(=O)c1cc(CC)sc1N	-4	-1	12	0	-2.5	2	3	-1	11	4
COC(=O)c1cccc(C23CC4(C2)[C@H](CN(CC2CCCCC2)[C@@H]4c2ccccc2)C3c2ccccc2)c1 (stereo partly specified)	-52	6	6	4	2.4	-4	11	0	-3	-2
Cc1ccc(S(=O)(=O)c2cnc(-c3ccccc3)nc2N2CCN(C)CC2)cc1	-12	-2	4	-7	0.3	0	-1	-1	-9	-6
O=C(NN=C1CCCCCC1)c1ccc(Cl)s1	-26	-6	-1	8	-0.4	1	-2	2	-3	-1
Cc1cccc(C)c1NC(=O)CN(C)C(=O)c1ccccc1Cc1ccccc1	-1	2	3	-5	0.4	0	0	-1	3	7
CN(CC(=O)NCCN1CCOCC1)S(=O)(=O)c1ccc(F)cc1	-2	-1	-3	0	1.2	-2	0	-2	2	1
CCN1CCN(c2cc3c(nn2)Oc2ccccc2N3C)CC1	4	2	4	-1	2.5	8	3	5	1	-7
Clc1ccccc1CN1CCN(/N=C/C=C\c2ccco2)CC1	.	2	-10	-3	-0.6	3	2	2	2	0
O=C(NCc1ccco1)c1ccc(Cl)c(S(=O)(=O)Nc2ccccc2)c1	-3	-2	9	4	0.6	4	1	2	-4	0
Cc1nc2ncnn2c(C)c1CCC(=O)N1CCc2ccccc2C1	-1	2	-9	0	-0.6	0	-2	7.9*	2	3
COCCn1cnc2c1c(=O)n(CC(=O)OCC#N)c(=O)n2Cc1ccccc1	-7	2	-1	-9	0.8	1	1	4	-9	8
CC(=O)c1ccc(NC(=O)CN2CCC(NC(=O)C3CCCCC3)CC2)cc1	3	7	0	-2	-0.9	2	0	-1	4	-2
COc1ccc(NC(=O)c2cc(-c3cc(C)ccc3O)n[nH]2)cc1Cl	-13	-16	7	18	-2.8	4	-2	-2	8	11
COc1ccc(S(=O)(=O)N2CCN(c3ccccn3)CC2)cc1OC	1	-13	-8	-4	0.1	3	6	-2	-3	0
Nc1ccc2c(c1)C(=O)N(CC1CCCO1)C2=O (stereo unspecified)	-1	5	0	-2	-0.4	2	-1	1	16	2
Cc1ccc(NC(=O)COC(=O)c2ccc(S(=O)(=O)N3CCCC3)cc2)cc1	-3	-2	2	-4	1.5	2	-4	-3	9	5
CC(C)Cc1nc(N2CCC(C(N)=O)CC2)c2nnn(Cc3ccccc3)c2n1	-7	1	4	-2	-0.3	11	6	0	-9	11
CN(C)c1ccc(NS(=O)(=O)c2ccc(-c3csnn3)cc2)cc1	.	15	-6	8	-3.5	1	6	-2	13	-2
Following part
SMILES	HTRA1 inh	mABHD4 FP	ASAP1 inh	rCAG RNA binder	PG9 binder	NPR1 activator	Rev-erbA mod	SMARCA2 act	ARFGAP1 inhibitor	NPR2 activator
CC1CCN(C(=O)C2(NC(=O)Nc3cccc(F)c3)CCCCC2)CC1	-2	-1	0	1	0.9	-3	0	0	2	-15
CC(=O)Nc1cccc(-c2csc(C(O)c3ccccc3)n2)c1 (stereo unspecified)	.	-5	3	2	0.1	-3	-7	0	-8	1
C=C1C(O)C[C@H]2C(=C)CCC3[C@H](OC(=O)[C@]3(O)CO)[C@@H]12 (stereo partly specified)	3	3	-12	-2	0.6	0	-4	1	1	0
CCc1cccc(NC(=O)CSc2nnc(Cc3ccc(OC)cc3)c(=O)[nH]2)c1	-6	-3	-1	46*	-0.2	3	-1	-1	-1	1
CC(=O)c1ccc(N2CCN(C(=O)COc3ccc4ccccc4c3)CC2)cc1	0	-2	13	1	-0.7	-1	-1	-2	2	-8
Cc1cccc(NS(=O)(=O)c2c(C)n[nH]c2C)c1	3	6	-4	-2	-0.7	8	0	-3	12	1
CC(/C=C1\SC(=S)N(NC(=O)c2ccccc2C)C1=O)=C\c1ccccc1	-25	-19	-2	17	0.3	-2	-7	-2	-4	4
O=C(CCSCCC(=O)NN=Cc1ccccc1)NN=Cc1ccccc1	7	2	12	2	1.9	-4	-1	-2	3	3
Cc1cccc(OCC(=O)Nc2ccc(N3CCN(C(=O)c4ccco4)CC3)cc2)c1	-1	-1	-2	5	-3.6	-2	-1	-4	11	-1
CC(=C/C(=O)O)/C=C/c1ccc(Cl)o1	0	4	-12	7	-1.7	2	-2	4	-12	8
COc1ccc(N2CCN(C(=O)CCCn3nnnc3CN3CCOCC3)C(C)C2)cc1 (stereo unspecified)	4	1	4	-8	-1.0	4	-3	-1	7	-3
COc1ccc(NC2=CC(c3ccccc3)N(c3ccc(OC)cc3)C2=O)cc1 (stereo unspecified)	.	-3	-6	8	-2.5	1	4	0	1	-3
CN(c1cccc(NC(=O)c2ccc(Cl)c(S(=O)(=O)N3CCOCC3)c2)c1)S(C)(=O)=O	1	1	6	-1	-0.4	0	1	-3	1	-3
Cc1cc(C)c(NC(=O)CS(=O)CC(=O)NCCCc2ccccc2)c(C)c1 (stereo unspecified)	1	4	-16	-6	0.8	0	1	0	10	0
CCc1cc(C)cc(OCCOc2ccccc2/C=N/NC(C)=O)c1	-13	-11	-2	13	1.9	-8	-5	0	3	-12
NC(=O)c1ccccc1NC(=O)CN1CCN(Cc2ccccc2)CC1	2	2	-3	-4	-0.5	3	0	2	5	6
CCOc1ccc(Cl)cc1/C=N/NC(=O)CNC(=O)c1ccccc1	-4	-7	0	-3	-1.8	-6	-1	3	4	0
COc1ccc(/C=C/C(=O)OCC(=O)N2CCCCCC2)cc1OC	2	-2	7	-2	-0.6	1	-4	-3	2	1
COc1ccc(N2CCC(CNS(=O)(=O)c3cccc(C(F)(F)F)c3)C2)cc1 (stereo unspecified)	3	3	-1	4	-0.8	2	0	0	8	2
CC(C)(C)c1ccc(C(=O)Nc2ncn[nH]2)cc1	3	1	-6	1	0.9	0	6	5	-8	2
CNC(=S)NNc1nncc2ccccc12	0	3	-1	-2	-5.7	-8	0	3	-1	-5
COc1cc(NC(=O)c2ccco2)c(OC)cc1NC(=O)Nc1ccccc1Cl	-1	4	2	2	-1.0	-1	-4	0	-10	3
N#Cc1ccc(C(C(=O)NCc2ccccc2)n2c(=O)c(-c3cc4ccccc4[nH]3)nc3ccccc32)cc1 (stereo unspecified)	.	-32	12	18	2.2	1	0	-6	4	4
Cc1ccc(C)n1-c1cccc(S(=O)(=O)N2CCOCC2)c1	-3	1	-10	3	-1.1	0	1	1	-4	7
Cc1scc(C(=O)NNC(=S)NCC2CCCO2)c1C (stereo unspecified)	4	-5	-9	1	1.6	5	-1	-6	-9	-1
Going on with the list:
SMILES	HTRA1 inh	mABHD4 FP	ASAP1 inh	rCAG RNA binder	PG9 binder	NPR1 activator	Rev-erbA mod	SMARCA2 act	ARFGAP1 inhibitor	NPR2 activator
COc1cc(NC(=O)CNC(=O)Cn2ccc3ccccc3c2=O)cc(OC)c1OC	-2	0	8	3	0.4	2	-4	0	5	2
N/C(=N\NC(=O)c1ccccc1Cl)c1cc2ccccc2oc1=O	5	8	13	2	-1.3	-1	-1	1	-1	3
COc1ccc(NC(=O)C2(c3ccc(NC(=O)c4ccc(OC)c(OC)c4)cc3)CCCC2)cc1	-6	-4	-8	-1	-1.2	3	-3	-1	0	5
CCn1c(COc2ccccc2OC)nc2ccccc21	4	0	5	-6	-1.4	-1	0	-1	3	-12
CCOC(=O)Nc1c2ccccc2nc2ccccc12	2	1	4	4	-36	4	0	1	6	-8
CCOC(=O)c1sc(N)c(C(=O)OCC)c1C	.	-4	6	-3	-2.5	2	7	22*	-11	1
CCO[C@H]1OC(C(=O)NCc2ccccc2)=C[C@@H](C(C)(C)C)[C@@H]1CCCO	1	-8	-3	-6	0.3	1	-6	1	5	-2
CN(C)S(=O)(=O)c1cccc(NC(=O)c2ccc3c(c2)OCCO3)c1	-6	-1	2	-2	1.2	1	-3	1	-9	1
Cc1nc(SCc2ccc(Br)cc2)[nH]c(=O)c1C	-6	-15	6	6	1.5	-2	-5	-4	4	-14
O=C(NC1CCN(C(=S)NCc2ccco2)CC1)c1cccc(F)c1	3	1	12	-3	3.8	-5	0	-3	9	-3
O=C(OCc1nc2ccccc2s1)c1cccs1	-8	0	-16	1	0.5	3	0	6	4	2
CN(C)c1ccc(C=NCCc2ccc(S(N)(=O)=O)cc2)cc1	2	0	2	-6	1.1	0	0	-3	13	-6
NC(=O)NC(=O)COC(=O)c1ccc2c(c1)C(=O)N(Cc1ccccc1)C2=O	5	4	-4	0	1.0	-2	3	2	5	-2
O=C(CSc1nnc(COc2ccc(Cl)cc2)n1Cc1ccco1)Nc1ccc(OCc2ccccc2)cc1	.	-7	.	21	.	-1	-5	-2	.	8
CC(=O)c1cn(CC(=O)NCc2ccc3c(c2)OCO3)c2ccccc12	-3	6	7	7	-2.0	-3	4	-4	3	1
CC1C(=O)N(Cc2cn(CC3CCCCC3)nn2)CCS(=O)(=O)N1Cc1ccc(-c2ccc(F)nc2)cc1 (stereo unspecified)	-1	-4	12	2	-0.3	-1	1	-3	-5	-2
Nn1c(SCC(=O)NC2CCCCC2)nnc1-c1cc(-c2ccc(Cl)cc2)n[nH]1	.	-4	.	8	.	20	-5	-2	.	-11
Cc1[nH]n2c(=O)cc(C(C)(C)C)nc2c1-c1ccccc1	3	-4	8	6	-2.3	4	1	-4	0	-2
CCn1c(COC(=O)CNC(=O)c2cc(OC)c(OC)c(OC)c2)nc2cc(S(=O)(=O)N(C)C)ccc21	3	-2	-14	-6	0.8	-1	-1	0	-5	0

Entries listed so far that have fluorine:
SMILES	HTRA1 inh	mABHD4 FP	ASAP1 inh	rCAG RNA binder	PG9 binder	NPR1 activator	Rev-erbA mod	SMARCA2 act	ARFGAP1 inhibitor	NPR2 activator
CN(CC(=O)NCCN1CCOCC1)S(=O)(=O)c1ccc(F)cc1	-2	-1	-3	0	1.2	-2	0	-2	2	1
CC1CCN(C(=O)C2(NC(=O)Nc3cccc(F)c3)CCCCC2)CC1	-2	-1	0	1	0.9	-3	0	0	2	-15
COc1ccc(N2CCC(CNS(=O)(=O)c3cccc(C(F)(F)F)c3)C2)cc1 (stereo unspecified)	3	3	-1	4	-0.8	2	0	0	8	2
O=C(NC1CCN(C(=S)NCc2ccco2)CC1)c1cccc(F)c1	3	1	12	-3	3.8	-5	0	-3	9	-3
CC1C(=O)N(Cc2cn(CC3CCCCC3)nn2)CCS(=O)(=O)N1Cc1ccc(-c2ccc(F)nc2)cc1 (stereo unspecified)	-1	-4	12	2	-0.3	-1	1	-3	-5	-2

Rows are unselected, and some 4.4% of all compounds hit somewhere here.
